GPR55 activation = GPR55 agonists via beta-arrestin recruitment, primary screen, imaging, U2OS cells, beta-arrestin-GFP redistribution (AID 1961); U2OS GPR55 beta-arrestin-GFP redistribution imaging; higher % means a stronger effect; activation, % at 10 µM; hits with a dose series show EC50 in µM; actives 0.048% (n = 290,000);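 active = activation above 40% with more than 50 cells counted in the well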;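 also: U2OS osteosarcoma cells stably expressing GPR55 and beta-arrestin-GFP; plate controls were DMSO negative control for no effect and LPI positive control for full effect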
SIAH1 antagonists = Siah-1 peptide-binding antagonists, primary screen, biochemical, fluorescence polarization, rhodamine-plectin, uHTS (AID 1817); Siah-1 / rhodamine-plectin peptide fluorescence polarization; higher % means a stronger effect; displacement, % at 20 µM, or IC50 in µM where a hit was titrated; actives 0.02% (n = 290,000);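 active = displacement of at least 50% at 20 µM, with a fluorescence ratio check between 0.3 and a set limit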;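 also: plate controls were Siah plus tracer with DMSO for no effect and tracer alone without Siah for full effect; strong numbers were not always called active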
UTI89 phage lysis = protection from phage-mediated lysis, alamar blue read-out – E. coli UTI89, K1F phage, bacterial capsule biogenesis inhibitors (AID 488966); E. coli UTI89 K1F phage lysis, alamar blue, 2 h; higher % means a stronger effect; inhibition, % at 100 µM; hits with a dose series show IC50 in µM; actives 0.02% (n = 340,000);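 active = phage lysis inhibition, versus mean bacterial control, above a set limit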;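 also: capsule biogenesis inhibitors block K1F phage lysis so surviving cells raise fluorescence; higher fluorescence means more inhibition of phage lysis; actives were called in the ten point dose series up to 300 µM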
AID2073 = inhibitors of Mint1-CaV2.2 protein interaction, biochemical, HTRF (AID 2073). HTRF protein-protein interaction, Mint1-CaV2.2; higher % means a stronger effect. inhibition, % at 20 µM; hits with a dose series show IC50 in µM. actives 0.19% (n = 290,000); in the data active = inhibition mostly above about 51%, no sharp cut-off; also: some results filed as inactive read as strong as hits
GPR35 antagonists = inhibition of zaprinast-stimulated GPR35 beta-arrestin translocation – imaging, U2OS, beta-arrestin-GFP, zaprinast agonist, primary screen (AID 2058); U2OS GPR35 beta-arrestin-GFP translocation imaging, zaprinast antagonism; higher % means a stronger effect; inhibition, % at 10 µM; hits with a dose series show IC50 in µM; actives 0.052% (n = 290,000);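 active = inhibition of at least 50% with at least 30 cells and total cytoplasm GFP at most 10,000,000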
HIV fusion peptide = cell-free HIV fusion peptide-binding blockers – biochemical, uHTS, fluorescence dequenching, primary screen (AID 1986). cell-free peptide binding, fluorescence dequenching, 30 min; higher % means a stronger effect. inhibition, % at 20 µM; hits with a dose series show IC50 in µM. actives 0.3% (n = 290,000); in the data active = inhibition mostly above about 52%, no sharp cut-off; inactive = mostly below about 76%; also: some results filed as inactive read as strong as hits
NS5 inhibitors = Dengue-2 NS5 methyltransferase inhibitors, primary screen, biochemical, confirmation dose response (AID 588689) | Dengue-2 NS5 methyltransferase capping enzyme assay, biochemical; higher % means a stronger effect | inhibition, % at 25 µM, or IC50 in µM where a hit was titrated | actives 0.3% (n = 340,000); in the data active = a potency from the dose series
NTR1 agonist = agonists of NTR1, primary screen, imaging, U2OS cells, beta-arrestin-GFP, high content (AID 493036). activation, % at 20 µM. NTR1-U2OS beta-arrestin-GFP spot imaging, agonist mode. actives 0.17% (n = 330,000). P30989;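 active = activation at or above 40% of the spot to cytoplasm intensity ratio, with at least 20 cells analyzed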;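 also: 0% = DMSO without peptide and 100% = 100 nM NTR1 peptide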
Target sequence (P30989 whole entry, looked up): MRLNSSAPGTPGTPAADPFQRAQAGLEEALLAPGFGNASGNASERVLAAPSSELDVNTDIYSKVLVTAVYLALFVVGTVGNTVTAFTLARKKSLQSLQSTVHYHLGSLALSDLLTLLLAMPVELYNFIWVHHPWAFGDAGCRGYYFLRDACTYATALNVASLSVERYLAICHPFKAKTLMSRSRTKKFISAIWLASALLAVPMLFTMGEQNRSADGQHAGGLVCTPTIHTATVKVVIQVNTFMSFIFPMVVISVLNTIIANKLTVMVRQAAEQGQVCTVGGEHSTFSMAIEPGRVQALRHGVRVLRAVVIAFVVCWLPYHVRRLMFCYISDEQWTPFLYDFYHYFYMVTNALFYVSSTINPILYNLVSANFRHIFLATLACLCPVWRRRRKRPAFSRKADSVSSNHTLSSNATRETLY
GPR55 LPI antagonism = inhibition of LPI-stimulated GPR55 beta-arrestin translocation – imaging, U2OS, beta-arrestin-GFP, LPI agonist, primary screen (AID 2013) | U2OS GPR55 beta-arrestin-GFP translocation imaging, LPI antagonism; higher % means a stronger effect | inhibition, % at 10 µM, or IC50 in µM where a hit was titrated | actives 0.13% (n = 290,000);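 active = spots per cell inhibited over 60%, with over 100 cells counted and total cytoplasm intensity under 500,000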;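 also: U2OS cells stably carrying GPR55 and arrestin-GFP stimulated by 5 µM LPI near EC80; imaged beta-arrestin-GFP aggregate spots per cell after agonist stimulation; plate controls were LPI-stimulated DMSO wells for no effect and DMSO wells without LPI for full effect; some results filed as inactive read as strong as hits; confirmed hits need IC50 under 10 µM and bright autofluorescent wells are also inconclusive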
NTR1 agonist cell count 20 µM = recorded beside NTR1 agonist, whose call it bears; cell count; measured here: cell count, cytotoxicity flag
NS5 inhibitors pilot replicate = second read-out of NS5 inhibitors, no call of its own (marks repeat the call); inhibition, %; measured here: pilot screen replicate inhibition
The depositor's hits bear a star; . = not tested or not shown; [ ] = another dose, or the depositor's remark.

SMILES | GPR55 activation | SIAH1 antagonists | UTI89 phage lysis | AID2073 | GPR35 antagonists | HIV fusion peptide | NS5 inhibitors | NTR1 agonist | NTR1 agonist cell count 20 µM | GPR55 LPI antagonism | others
COc1ccc(-n2c(=S)[nH]c3cc(C(=O)NCCCN4CCCC4=O)ccc3c2=O)cc1OC | -0.2% | 1% | 0.1% | -31% | -5% | -1.4% | -10% | -1.1 | 91 | -12%
Cn1nc(-c2ccccc2)c(C(=O)NCC(=O)O)c1Cl | 0.0% | 0% | -1.2% | 0% | -4% | -0.1% | 4% | 0.8 | 37 | 4%
CCOC(=O)c1ccc(N2C(=O)c3n[nH]c(C)c3C2c2ccco2)cc1 (configuration not stated) | -0.1% | -4% | 0.1% | -2% | -7% | -0.8% | -1% | 0.8 | 29 | 3%
COCCn1c(SCC(=O)c2c(N)n(C)c(=O)n(C)c2=O)nc2ccccc21 | -0.3% | 7% | -0.1% | 2% | 1% | -2.1% | -2% | 0.2 | 51 | 13%
OC(CN1CCOCC1)Cn1c(-c2cccc(Cl)c2)nc2ccccc21 (configuration not stated) | 0.2% | 3% | 0.3% | -6% | 9% | -1.8% | -6% | -3.0 | 88 | -6%
O=C(CC(=O)N/N=C/c1c(F)cccc1Cl)NCc1ccccc1 | -0.1% | -1% | . | -3% | 6% | 0.3% | . | 0.3 | 76 | 12%
Cn1c(N2CCCC2)nc2c1c(=O)n(Cc1cccc(F)c1)c(=O)n2C | -0.1% | 0% | -0.1% | 8% | 0% | 0.5% | -2% | 1.4 | 89 | -12%
Cc1ccc(N/N=C/c2ccncc2)cc1 | 0.0% | -4% | 0.8% | -1% | 12% | -1.6% | 2% | 2.0 | 110 | -4%
O=C(Nc1ccc(-c2cn3ccsc3n2)cc1)c1ccc(F)c(S(=O)(=O)N2CCOCC2)c1 | 0.2% | 7% | 0.1% | 16% | -1% | 0.2% | -3% | 22 | 94 | 7% | NS5 inhibitors pilot replicate=2.7
Cc1ccccc1NC(=O)N1C2CCCC1CC(NC(=O)C1CC1)C2 (configuration not stated) | 0.3% | -1% | 0.3% | -1% | 14% | 1.6% | -4% | -0.2 | 83 | -5%
COc1cc(CNC(=O)CCCC(=O)c2ccccc2)cc(OC)c1OC | 0.0% | 5% | 0.2% | 3% | -9% | 0.7% | -5% | -1.0 | 79 | -6%
Cn1c(CNC(=O)Nc2ccccc2Cl)nnc1SCc1ccccc1 | -0.2% | 1% | 6.8% | 4% | 7% | 3.5% | 3% | -3.8 | 81 | -9%
COc1cc(C(=O)NCCCc2nc3ccccc3n2Cc2cc(C)ccc2C)cc(OC)c1OC | -0.3% | -4% | -1.8% | 8% | -12% | -1.1% | -4% | 2.9 | 78 | 1%
Cc1cc(C)cc(C(=O)NC(CC(N)=O)c2ccc(N3CCC(Br)CC3)c([N+](=O)[O-])c2)c1 (configuration not stated) | -0.2% | 2% | 0.9% | -4% | 11% | -0.4% | 5% | 0.4 | 59 | 6%
CCCn1c(SCc2nc3ccccc3s2)n[nH]c1=O | -0.5% | 4% | 3.0% | -1% | -2% | -1.5% | -2% | 4.6 | 57 | 62%
Cc1cnc(=O)[nH]c1SCc1cccc(C(F)(F)F)c1 | -0.1% | -5% | 0.5% | 5% | 6% | -0.6% | -9% | -0.6 | 53 | -10%
Cn1nnnc1SCC(=O)N1c2ccccc2Sc2ccc(Cl)cc21 | -0.3% | 0% | 3.4%[50 µM] | 40% | 1% | 0.0% | -5% | 1.5 | 63 | 6%
CCCCN(C)CCCNC(=O)/C=C1\Sc2ccccc2NC1=O | 0.5% | -4% | 0.0% | -8% | -12% | -0.7% | -1% | 1.3 | 49 | 6%
CC(NS(=O)(=O)c1ccc(NC(=O)N2CCCCC2)cc1)c1ccccc1 (configuration not stated) | 0.2% | 4% | 1.5%[50 µM] | 10% | -3% | 1.0% | -2% | 0.3 | 44 | 1%
COc1cc(/C=N/NC(=O)Cc2nnc(NC(=O)c3ccccc3)s2)ccc1O | -0.2% | 1% | 0.0% | 9% | 9% | -2.2% | -3% | 0.2 | 86 | -3%
COc1cc(/C=C2\SC(=O)N(CCNC(=O)c3sc4cc(F)ccc4c3Cl)C2=O)cc(OC)c1OC | 0.4% | 1% | -0.1% | -17% | 4% | 10% | 5% | 0.0 | 55 | -1%
Cc1nc(SCC(=O)Nc2cc(Cl)ccc2[N+](=O)[O-])nc(C)c1C | -0.3% | -4% | 2.3% | -8% | 15% | -3.8% | 0% | 3.0 | 65 | 12%
Cc1cc(C)c2nc(C)cc(Nc3ccc(C(=O)N4CCOCC4)cc3)c2c1 | 0.6% | 6% | 1.7% | 14% | 1% | -0.5% | -5% | -0.2 | 71 | -2%
COc1cc(C2NC(=S)NC(c3ccccc3)=C2C(C)=O)cc(Br)c1OCC(N)=O (configuration not stated) | 0.0% | 10% | -0.5% | 13% | 9% | 0.5% | . | -0.7 | 78 | 2%
CC1(C)CCC[C@]2(C)[C@H]3CC(=O)O[C@]3(C)CC[C@@H]12 | 0.0% | 1% | -1.3%[50 µM] | 1% | 0% | 0.5% | -1% | -0.9 | 57 | 1%
COc1ccc(NC(=O)NC23CC4CC(CC(C4)C2)C3)cc1OC | 0.2% | 4% | -0.2% | -2% | -5% | 0.3% | -2% | 0.6 | 52 | -2%
Brc1ccc(OCc2nc3ccccc3[nH]2)cc1 | 0.0% | 6% | 0.2% | 6% | -6% | -2.9% | -7% | -0.7 | 97 | -6%
COc1cc(C(=O)N2CCN(S(=O)(=O)c3ccc(F)cc3)CC2)cc(OC)c1OC | -0.1% | 5% | 0.1% | -4% | 5% | 1.7% | 3% | -1.0 | 68 | -5%
CC(O)C(O)C(O)C(O)C1NCCS1 (configuration not stated) | -0.3% | -2% | 1.4% | -3% | 4% | 0.4% | . | -0.9 | 51 | -6%
Cc1cc(C)cc(C(=O)N(CCc2ccccc2)C2CC3CCC(C2)N3C)c1 (configuration not stated) | 0.3% | -4% | 0.2% | -4% | -6% | 3.0% | 7% | 2.1 | 64 | 4%

Looked up by structure from the entries so far, 5 records:
SMILES | GPR55 activation | SIAH1 antagonists | UTI89 phage lysis | AID2073 | GPR35 antagonists | HIV fusion peptide | NS5 inhibitors | NTR1 agonist | NTR1 agonist cell count 20 µM | GPR55 LPI antagonism | others
CC1(C)CCC[C@]2(C)[C@H]3CC(=O)O[C@]3(C)CC[C@@H]12 | 0.0% | 1% | -1.3%[50 µM] | 1% | 0% | 0.5% | -1% | -0.9 | 57 | 1%
Cc1cc(C)c2nc(C)cc(Nc3ccc(C(=O)N4CCOCC4)cc3)c2c1 | 0.6% | 6% | 1.7% | 14% | 1% | -0.5% | -5% | -0.2 | 71 | -2%
CC(O)C(O)C(O)C(O)C1NCCS1 (configuration not stated) | -0.3% | -2% | 1.4% | -3% | 4% | 0.4% | . | -0.9 | 51 | -6%
COc1ccc(NC(=O)NC23CC4CC(CC(C4)C2)C3)cc1OC | 0.2% | 4% | -0.2% | -2% | -5% | 0.3% | -2% | 0.6 | 52 | -2%
COc1cc(C2NC(=S)NC(c3ccccc3)=C2C(C)=O)cc(Br)c1OCC(N)=O (configuration not stated) | 0.0% | 10% | -0.5% | 13% | 9% | 0.5% | . | -0.7 | 78 | 2%

(more compounds)
SMILES | GPR55 activation | SIAH1 antagonists | UTI89 phage lysis | AID2073 | GPR35 antagonists | HIV fusion peptide | NS5 inhibitors | NTR1 agonist | NTR1 agonist cell count 20 µM | GPR55 LPI antagonism | others
O=C(CSC(=S)N1CCSCC1)c1ccc(Cl)cc1 | 0.1% | -3% | 2.1% | 2% | -5% | -1.4% | -2% | 7.7 | 40 | 5%
CSc1nnc(-c2ccccc2N=Cc2c(C)[nH]n(-c3ccc4ccccc4c3)c2=O)c(=O)[nH]1 | -0.1% | -8% | -0.6% | 0% | 1% | 26µM* | 38µM* | 18 | 43 | .
O=C(c1ccc2c(=O)n3c(nc2c1)CCCCC3)N1CCN(c2ccccc2)CC1 | -0.2% | 3% | -0.3%[50 µM] | -4% | 10% | -1.8% | -16% | 2.0 | 49 | -8%
CCOC(=O)c1cc(NC(=O)c2ccccc2)c(=O)oc1C(F)(F)F | -0.3% | 0% | 0.0% | 0% | -1% | -1.0% | -3% | . | . | 0%
CCCn1nnnc1SCC(=O)N1CCOCC1 | -0.2% | -2% | 0.5% | -2% | 3% | -2.7% | 8% | 1.5 | 84 | 6%
O=C(CNc1cccc(Cl)c1)c1ccc(Br)cc1 | 0.3% | -3% | -0.1% | 12% | 4% | 0.0% | -5% | 0.9 | 55 | -4%
COc1cc2c(cc1OC)-c1cc(OCCN3CCOCC3)nc(=O)n1CC2 | -0.2% | 0% | -0.3% | 30% | -3% | -3.5% | -21% | -2.5 | 78 | 10%
Clc1ccc2[nH]c3c(NCCCN4CCOCC4)ncnc3c2c1 | -0.1% | 5% | -2.7% | 4% | 0% | -2.1% | 5% | -0.4 | 50 | 22%
O=C(Nc1cccc2c1CCCC2)c1cccc(F)c1 | 0.0% | -4% | 0.0% | 1% | -5% | 1.1% | 4% | -0.1 | 64 | 0%
Cc1ccc(S(=O)(=O)Nc2ccc(N3CCN(C)CC3)nc2)cc1 | 0.1% | 3% | 1.4% | 11% | -4% | 9.2% | 1% | -0.5 | 63 | 13%
CCCCNC(=O)c1onc(CSc2ccccc2)c1C(=O)O | -0.1% | 5% | 1.4% | -1% | 11% | 7.5% | -4% | -0.6 | 99 | -11%
N#CC1=C(SCC(=O)c2ccc(Br)cc2)NC2=C(C(=O)CCC2)C1c1ccco1 (configuration not stated) | 0.2% | -7% | 4.0% | 36% | -11% | 3.7% | -6% | 0.8 | 66 | -13%
CCc1ccc(-n2c(SCc3cc(=O)n4cc(Br)ccc4n3)nc3[nH]ncc3c2=O)cc1 | -1.2% | 5% | 0.0% | 12% | -19% | -1.3% | -4% | 1.4 | 57 | 9%
CN(C)CCCNC1=CC(=O)OC12CCCCC2 | -0.1% | 4% | -0.4% | -6% | -4% | 0.3% | -6% | -0.6 | 36 | 2%
O=C(COC(=O)c1cc(=O)[nH]c(=O)[nH]1)NCc1ccccc1 | -0.3% | 3% | 3.7% | 8% | -14% | -0.1% | -9% | 0.1 | 46 | 6%
Cc1cc(-c2n[nH]c(=S)o2)c(C)n1-c1ccccc1 | -0.3% | 4% | . | -22% | 12% | 0.2% | . | -1.8 | 52 | 0%

Bioassay records from PubChem BioAssay.
